Source: PubChem (NMMLSC)
Bcl-B Bim block: inhibitors of Bim-Bcl-B interaction, human; bead-based flow cytometry, Bim peptide-Bcl-B binding; AID 951; inhibition, % at 10 µM; Q9HD36; 190,000 compounds, 0.073% hits;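 note: 0% = tracer peptide without compound and 100% = reference inhibitor peptide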
RGS4-Gao reg: modulates binding of RGS4 to human Galphao. Multiplexed bead flow cytometry; actives lie on both sides. binding response (% of control), % at 10 µM. 220,000 compounds, 0.33% hits; in the data active = binding response below about 49% or above about 150%; inactive = in between;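 note: fluorescent Galphao activated with aluminum fluoride binding bead-coupled RGS4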
GSH bead fluor: compound fluoresces at 488/530 nm on GSH beads; GSH beads flow cytometry, compound fluorescence 488/530 nm; active compounds read high; fluorescence (KMESF) at 10 µM; 190,000 compounds, 0.25% hits; AID 1776; in the data active = fluorescence above about 89;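 note: glutathione beads carrying GST-tagged Bcl family fusion proteins plus one bare bead set; values are compound well signal with DMSO vehicle wells as background; inactives centre near 16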
Avidin bead fluor: compound fluoresces at 488/530 nm on avidin beads | compound fluorescence 488/530 nm, flow cytometry; active compounds read high | fluorescence (KMESF) at 10 µM | 220,000 compounds, 0.38% hits; in the data active = fluorescence above about 47; note: inactives centre near 10
ABCG2 inh: human ABCG2 inhibition, ABCB1 as counter-screen; Q9UNQ0; IgMXP3 cells, JC-1 efflux, flow cytometry; inhibition, % at 6.6 µM; 190,000 compounds, 0.1% hits; AID 1325;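 active = inhibition above 80%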;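 note: 0% = DMSO and 100% = nicardipine control wells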
Target sequence (Q9UNQ0 whole entry, looked up): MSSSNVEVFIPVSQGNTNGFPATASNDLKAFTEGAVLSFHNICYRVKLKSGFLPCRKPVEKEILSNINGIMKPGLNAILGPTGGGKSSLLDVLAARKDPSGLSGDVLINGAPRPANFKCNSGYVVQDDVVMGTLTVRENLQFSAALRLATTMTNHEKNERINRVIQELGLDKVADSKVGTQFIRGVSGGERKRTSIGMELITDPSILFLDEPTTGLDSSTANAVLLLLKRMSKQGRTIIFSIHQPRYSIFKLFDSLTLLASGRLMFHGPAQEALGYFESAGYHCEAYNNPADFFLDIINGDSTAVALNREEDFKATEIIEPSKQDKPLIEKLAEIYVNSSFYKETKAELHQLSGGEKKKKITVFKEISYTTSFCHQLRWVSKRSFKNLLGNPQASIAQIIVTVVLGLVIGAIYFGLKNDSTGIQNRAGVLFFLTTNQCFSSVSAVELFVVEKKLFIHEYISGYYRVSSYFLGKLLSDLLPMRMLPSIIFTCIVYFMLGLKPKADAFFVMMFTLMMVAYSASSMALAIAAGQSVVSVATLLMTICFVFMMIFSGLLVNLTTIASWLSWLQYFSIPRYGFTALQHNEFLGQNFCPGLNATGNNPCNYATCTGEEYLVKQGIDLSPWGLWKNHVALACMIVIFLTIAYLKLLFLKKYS
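Test system: ABCG2 IgMXP3 and barcoded ABCB1 CCRF-Adr cell mix; Schedule: cells with compound and JC-1, 10 min at 25 °C, rotating, no wash; Technique: flow cytometry of retained JC-1 fluorescence; Measure: % inhibition of efflux relative to nicardipine and DMSO; Controls: nicardipine high and DMSO low controls.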
Bim-Bcl-XL: human Bim-Bcl-XL interaction inhibition; 190,000 compounds, 0.04% hits; inhibition, % at 10 µM; Q07817; Bim peptide-Bcl-XL binding, bead flow cytometry, fluorescence
Target sequence (Q07817 whole entry, looked up): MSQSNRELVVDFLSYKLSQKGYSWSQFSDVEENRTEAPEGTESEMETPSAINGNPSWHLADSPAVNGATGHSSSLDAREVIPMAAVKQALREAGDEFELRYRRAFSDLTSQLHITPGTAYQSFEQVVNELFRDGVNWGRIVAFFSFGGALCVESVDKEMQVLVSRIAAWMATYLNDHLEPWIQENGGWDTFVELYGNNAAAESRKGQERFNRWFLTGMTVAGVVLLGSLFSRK
Bim-Bcl-W: disrupts Bim peptide binding to human Bcl-W. Q92843. bead-based flow cytometry. inhibition, % at 10 µM. 190,000 compounds, 0.02% hits. AID 952;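 note: 0% = bound tracer without compound and 100% = peptide blocker; higher means less fluorescent Bim peptide bound to Bcl-W beads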
ABCB1 inh: blocks JC-1 efflux by human ABCB1 transporter | CCRF-Adr cells, flow cytometry | 190,000 compounds, 0.067% hits | inhibition, % at 6.6 µM; in the data active = inhibition above about 40%;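 note: 0% = vehicle and 100% = reference inhibitor; higher value means more JC-1 retained so stronger ABCB1 efflux block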
Bcl-2 Bim block: human Bim-Bcl-2 interaction inhibition; AID 950; Bead-based flow cytometry, Bim peptide-Bcl-2 binding; 190,000 compounds, 0.06% hits; P10415; inhibition, % at 10 µM; in the data active = inhibition above about 40%; inconclusive = no clear call, values can overlap the other calls;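 note: 0% = no compound wells with probe peptide and 100% = reference peptide inhibitor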
Bim-Bfl-1: disrupts Bim binding to human Bfl-1. inhibition, % at 10 µM. 190,000 compounds, 0.12% hits. AID 1008. Q16548. Bead-based flow cytometry, Bim-Bfl-1 binding inhibition;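 note: 0% = wells without compound plus tracer and 100% = blocker peptide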
RGS7-Gao: human RGS7-Galphao interaction regulation; P09471; Multiplexed bead flow cytometry, RGS7-Galphao binding; actives lie on both sides; binding response (% of control), % at 10 µM; 220,000 compounds, 0.35% hits; AID 1439; in the data active = binding response below about 49% or above about 150%; inconclusive = no clear call, values can overlap the other calls; inactive = in between;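 note: fluorescent Galphao held in activated GDP-AlF4 state binding bead-coupled RGS7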
An asterisk follows results filed as active; ? = inconclusive; . = no result given. Cut-off read from the data, not from the text of the source, unless noted: active = inhibition above about 40%. No enrichment for hits, and some 1.3% of all compounds hit somewhere here.

entry	smiles	Bim-Bfl-1	RGS4-Gao reg	Bcl-B Bim block	ABCB1 inh	Bcl-2 Bim block	ABCG2 inh	Avidin bead fluor	RGS7-Gao	Bim-Bcl-W	GSH bead fluor	Bim-Bcl-XL
1	O=C(c1cccs1)N1CCN(Cc2ccc3c(c2)OCO3)CC1	-13	103	-3	0.4	0	2	8	101	2	16	-2
2	COc1ccc(-c2ccc(-c3noc(-c4ccccc4C)n3)c(OC)n2)cc1	-10	98	-9	.	-4	.	6	103	0	17	1
3	CC(C)CC(/C(O)=C(\C#N)c1nc2ccccc2[nH]1)N1C(=O)c2ccccc2C1=O (stereo unspecified)	-11	108	-8	0.8	-8	1	8	107	3	12	-3
4	CCOC(=O)C1=C(C)N(c2nonc2NC(C)=O)C(N)=C(C#N)C1c1ccccc1F (stereo unspecified)	-13	99	-7	1.3	-10	19	27	103	-5	22	-11
5	C=CCN(CC=C)CCOc1ccccc1[N+](=O)[O-]	-5	95	2	0.4	-2	5	9	91	-4	17	-1
6	Cc1cc2c(c(=O)n1Cc1ccc3c(c1)OCO3)C(c1cccnc1)C(C#N)=C(N)O2 (stereo unspecified)	-18	101	-10	1.7	-13	5	11	100	0	28	-6
7	C/C(N)=C(/C#N)C(=O)COC(=O)C1CCC(C(C)(C)C)CC1 (stereo unspecified)	-18	102	-7	0.6	-12	12	29	101	-1	24	-5
8	C=CCNC(=O)CCC(=O)NNc1nc2ccccc2c2nc(-c3ccccc3)nn12	-1	104	-3	-0.4	2	-1	10	?	4	13	0
9	CCc1c(C)sc(NC(=O)CSc2nc3c(c(C(F)(F)F)n2)CCc2ccccc2-3)c1C#N	-5	104	-20	0.9	-7	4	13	105	-4	21	-7
10	CC(C)(C)NC(=O)NC(=O)COC(=O)C1CC(=O)N(Cc2ccccc2)C1 (stereo unspecified)	-11	103	-2	0.0	-2	0	6	101	4	6	-1
11	CCCCC(=NCCO)C1=C(O)C(C(=O)OC)C(C)(C)CC1=O (stereo unspecified)	-5	91	0	0.5	-5	2	13	92	-2	49	-1
12	C#CCn1c(=NC(=O)c2ccccc2[N+](=O)[O-])sc2cc(S(C)(=O)=O)ccc21	-17	106	-5	1.4	-12	18	17	104	-3	8	-5
13	Cc1ccc(CNC(=O)CSc2nc3ccccc3c(=O)n2CCCO)cc1	10	99	12	3.2	15	13	13	98	9	14	10
14	Cc1ccccc1C(=O)N/N=C/c1ccc([N+](=O)[O-])s1	-20	100	-8	-1.1	-11	59	13	98	-2	33	-8
15	Cn1c(=O)[nH]c(=O)c2c1nc(NC1CCCCC1)n2Cc1ccccc1	-9	101	-5	0.3	-4	3	22	98	0	26	-3
16	COc1cccc(-c2c(C#N)c(N)nc3c2c(=O)nc2sccn23)c1	0	106	2	-0.1	4	3	5	98	0	9	0
17	CCOc1ccc(S(=O)(=O)Nc2cccc(OC)c2)cc1	-10	109	-7	0.2	-8	1	8	106	-1	39	-11
18	COc1ccccc1CNC(=S)NCCc1ccccc1	-3	98	-7	-0.8	-4	-1	2	95	-1	7	-3
19	COCCNC(=O)Cn1cnc([N+](=O)[O-])n1	2	101	1	2.0	3	8	9	99	-2	21	-5
20	CCN(CC)CCNC(=S)Nc1ccc2nc(N3CCCC3)cc(C)c2c1	-6	93	-21	-0.3	-9	-1	22	90	-5	12	-7
21	CC(C)(C)OC(=O)N1CCC[C@H]1C(=O)NCC1CCC(C(=O)O)CC1 (stereo partly specified)	-13	95	-7	0.3	-8	17	31	95	-1	26	-9
22	CCCCCSc1nnc(C)c(=O)[nH]1	-3	106	0	-0.1	1	0	16	101	0	4	-2
23	CC(C)OC(=O)c1nn2c(C(F)(F)F)cc(-c3ccc(Br)o3)nc2c1Br	-10	99	-10	0.1	-6	15	12	101	1	22	-6
24	Cc1ccc(/C=N/NC(=O)c2cccs2)cc1[N+](=O)[O-]	-2	102	2	0.4	0	5	9	100	-1	7	0
25	COc1ccccc1-c1nnc(SCC(=O)N2CCOCC2)o1	-3	99	-1	0.6	-3	6	6	100	-4	13	-4
26	CN1C(=O)C(O)(CC(=O)c2ccccn2)c2cc(Br)ccc21 (stereo unspecified)	-14	106	-7	1.2	-10	12	11	99	-1	23	-4
27	COCCCN=C1NN=C(c2cc(C)n(Cc3ccccc3Cl)c2C)CS1	2	101	-5	1.8	-3	4	24	100	-2	11	-2
28	Cc1ccc2nc(-c3ccc(NC(=O)CN(c4ccccc4C)S(C)(=O)=O)cc3)sc2c1	0	92	-1	-0.8	1	-3	0	89	-1	33	1
29	Cc1sc(NC(=O)c2cccnc2)nc1-c1ccccc1	-5	103	-12	1.3	-2	28	8	109	-2	9	-4
30	c1ccc(Cn2c(CNc3nc4ccccc4n3CCN3CCOCC3)nc3ccccc32)cc1	-14	103	-9	27	-10	44	11	98	-2	27	-7
31	Clc1ccccc1CSc1ncccn1	-8	106	-3	0.6	-3	3	11	102	-2	75	-3
32	C=CCn1c(SCC(=O)Nc2cc(OC)c(NC(=O)c3ccco3)cc2OC)nnc1-c1ccncc1	-3	102	-2	0.4	-1	6	22	97	0	10	1
33	COC(=O)c1ccc(C(=O)Nc2ccc3nc(-c4cccnc4)[nH]c3c2)cc1	-12	101	-7	-0.2	-7	-1	6	105	2	35	-13
34	COc1cccc(OC)c1C(=O)NC(=S)Nc1ccc2c(c1)C(=O)N(C)C2=O	-1	100	-5	1.1	-3	5	6	99	-5	8	-7
35	CCOc1ccccc1NC(=O)N1CCC(NC(=O)c2cccc(C)c2)CC1	-10	93	-2	0.3	-2	1	7	96	-2	6	-2
36	O=C(Nc1scc(-c2cccs2)c1C(=O)O)c1cccs1	-16	103	-5	0.9	-11	7	20	103	0	29	-9
37	CC(C)C(NS(=O)(=O)c1cccc2nsnc12)C(=O)NCc1ccc2c(c1)OCO2 (stereo unspecified)	-10	102	-8	0.6	-6	4	6	101	-1	27	-2
38	CC1CCN(C(c2ccc(N(C)C)cc2)c2nnnn2Cc2ccccc2)CC1 (stereo unspecified)	-18	99	-7	1.2	-10	8	13	102	-2	37	-9
39	c1ccc(-c2cnc(-c3ccccc3)nc2)cc1	-11	107	-9	0.1	-7	0	6	103	0	69	-5
40	CC(=O)Nc1nonc1-c1nc2ccccc2n1CCC(C)C	-1	101	-2	0.6	0	6	34	99	2	14	-2
41	N#Cc1cc(C(=O)Cc2ccccc2)c[nH]1	-6	102	-2	-0.8	-2	11	11	95	-2	11	-2
42	Cc1cccc(-c2cc(C(=O)NCc3ccccn3)c3ccccc3n2)c1	-3	101	-7	1.4	-6	18	9	102	-6	11	-6
43	C=CCn1c(SCN2C(=O)c3ccccc3C2=O)nc2ccc(Cl)cc2c1=O	0	100	-2	29	1	16	3	99	0	6	0
44	COCCNC(=O)C(=O)N/N=C/c1cccs1	-6	102	-2	1.1	-1	0	3	100	-3	10	-5
45	COCCSc1ccccc1C(=O)Nc1ccc(Cl)cn1	1	101	-5	3.8	1	21	21	99	-4	14	-6
46	Cc1nc2cnccc2n1C	-6	100	-2	0.5	-5	2	11	?	0	16	-3
47	NC1=NC(=Nc2ccc(Br)cc2)c2ccccc21	-7	104	-8	0.4	-14	14	16	100	-1	16	-4
48	CC(=O)c1cn(CC(=O)NCc2cccnc2)c2ccccc12	-2	97	-1	-1.4	-1	14	7	98	-1	30	0
49	O=c1c2c(nc3n1CCCCC3)sc1c(O)cccc12	0	96	-2	-0.1	1	0	16	93	-1	8	0
50	O=C(Nc1cccc(Cl)c1)c1ccc(NCC2CCCO2)c([N+](=O)[O-])c1 (stereo unspecified)	-19	100	-3	1.1	-8	33	7	100	-3	13	-7
51	CCCc1cc(C(=O)NNC(=S)Nc2cccc(C)c2)cs1	-17	91	-14	-0.3	-6	5	7	91	-4	19	-6
52	CCCCOc1ccc(Cl)cc1CSc1nnc(C)n1N	0	101	-1	0.7	0	3	39	103	-3	13	-3
53	Cc1ccc(CNC(=O)CN2CCCC(C)C2)cc1 (stereo unspecified)	-16	100	-9	0.1	-12	1	13	100	-3	28	-8
54	COC(=O)c1[nH]c2ccc(Br)cc2c1NC(=O)C(C)N1CCN(C2CCCCC2)CC1 (stereo unspecified)	-6	100	-6	3.1	-2	8	12	101	-4	29	-8
55	COc1ccc(/C=C/C(=O)NC(=S)NNC(=O)c2ccco2)cc1	0	98	-6	-1.3	-1	0	4	100	0	31	-4
56	O=C(NCc1ccccn1)c1ccccc1-c1ccccc1	-4	94	0	0.4	1	4	12	?	2	17	1

Only RGS7-Gao and Bcl-B Bim block, for some of the entries so far:
no.	molecule	RGS7-Gao	Bcl-B Bim block
24	Cc1ccc(/C=N/NC(=O)c2cccs2)cc1[N+](=O)[O-]	100	2
25	COc1ccccc1-c1nnc(SCC(=O)N2CCOCC2)o1	100	-1
